PPARg SRC-1 ag: promotes SRC-1 coactivator recruitment by human PPARgamma; P37231; PPARgamma-SRC-1 coactivator recruitment biochemical assay; activation, % at 8 µM; actives 0.41% (n = 200,000); in the data active = activation above about 19%;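 note: 0% = DMSO and 100% = reference agonist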
S1P3 antagonist: S1P3 (human) receptor antagonism; Q99500; CHO S1P3 NFAT-BLA reporter, FRET fluorescence, antagonist mode; inhibition, % at 4.98 µM; actives 0.27% (n = 170,000); AID 485;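 active = inhibition above the plate cutoff, the mean inhibition of test wells on that plate plus 3 SD, cut at about 28% in these data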;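 note: cells challenged with S1P at its EC80 of 0.8 µM; blue over green emission ratio from cleaved BLA substrate after 4 h stimulation; 0% = S1P-stimulated wells and 100% = unstimulated DMSO-only wells; some compounds past the cut are filed as inactive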
Target sequence (Q99500 whole entry, looked up): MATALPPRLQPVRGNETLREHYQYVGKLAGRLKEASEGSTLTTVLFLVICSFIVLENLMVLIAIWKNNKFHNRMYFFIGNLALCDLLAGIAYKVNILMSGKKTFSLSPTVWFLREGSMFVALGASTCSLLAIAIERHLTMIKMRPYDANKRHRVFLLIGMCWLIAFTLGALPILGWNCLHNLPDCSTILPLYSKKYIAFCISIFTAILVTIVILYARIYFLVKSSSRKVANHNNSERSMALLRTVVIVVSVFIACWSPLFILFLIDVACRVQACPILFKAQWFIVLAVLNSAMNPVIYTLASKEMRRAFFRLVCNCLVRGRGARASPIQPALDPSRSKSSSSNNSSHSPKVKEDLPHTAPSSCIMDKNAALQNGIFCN
PPARg SRC2 recr: promotes SRC-2 coactivator recruitment by human PPARgamma | P37231 | PPARgamma LBD-SRC-2 recruitment, biochemical | AID 1032 | activation, % at 8 µM | actives 0.34% (n = 200,000); in the data active = activation above about 22%;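 note: 0% = vehicle and 100% = reference agonist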
Diaph act CS: diaphorase activation or chemical reduction counter-screen | Diaphorase/resazurin coupled assay, resorufin fluorescence, 16 min; active compounds read high; 1 = vehicle wells, 0 = NADH-free wells | activation factor at 20 µM | actives 0.005% (n = 190,000) | AID 1229;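 active = diaphorase activity raised at least twofold by the compound at 20 µM; inactive = activation factor below 2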
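test system = bacterial diaphorase enzyme (C. kluyveri) | quantity = enzyme 0.07 U/mL final | reagent = NADH substrate 0.114 mM plus resazurin dye 0.1 mM, final | incubation = 16 min enzyme reaction, ambient temperature | buffer or medium = HEPES pH 7.4 buffer with MgCl2 and Tween 20 | signal = fluorescence of resorufin, 544 nm excitation, 590 nm emission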
ROMK primary: modulators of human ROMK potassium channel; Tet-inducible ROMK, thallium flux fluorescence; actives lie on both sides; B-score at 10 µM; actives 2% (n = 130,000);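 active = signal ratio slope over the read window, or its plate-corrected B-score, at least 3 SD from the plate mean, either direction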;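 note: B-score of the F/F0 ratio slope over 7 to 12 s after thallium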
Target sequence (P48048 whole entry, looked up): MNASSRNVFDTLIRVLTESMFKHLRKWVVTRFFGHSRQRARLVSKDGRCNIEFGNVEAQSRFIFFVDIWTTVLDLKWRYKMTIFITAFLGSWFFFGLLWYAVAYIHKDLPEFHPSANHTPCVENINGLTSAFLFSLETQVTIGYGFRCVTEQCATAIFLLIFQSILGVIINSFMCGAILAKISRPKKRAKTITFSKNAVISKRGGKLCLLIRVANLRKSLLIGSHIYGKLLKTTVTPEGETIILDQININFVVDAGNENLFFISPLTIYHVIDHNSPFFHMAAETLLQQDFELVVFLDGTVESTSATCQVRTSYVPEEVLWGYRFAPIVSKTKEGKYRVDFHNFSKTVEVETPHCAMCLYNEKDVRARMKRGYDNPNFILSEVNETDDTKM
PMI activator: activators of human phosphomannose isomerase; purified human PMI, coupled resazurin fluorescence, 20 min; active compounds read high; 1 = vehicle control, 0 substrate-free wells; activation factor at 20 µM; actives 0.005% (n = 190,000); AID 1214;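 active = activation factor of 2 or more at 20 µM, relative to plate controls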
PMI act satM6P: PMI (human) activation, high substrate | P34949 | coupled PMI enzyme assay, resazurin fluorescence, 20 min; active compounds read high; 1 = untreated enzyme, 0 = substrate-free blank | activation factor at 20 µM | actives 0.34% (n = 190,000);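 active = activation factor of 2 or more at 20 µM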
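Material: human phosphomannose isomerase with PGI, G6PDH, diaphorase coupling enzymes; amount: PMI at 15 ng/mL final; also added: Mannose-6-phosphate 1.0 mM (near-saturating) plus 0.22 mM NADP+; incubation: enzyme reaction with compound 20 min at room temperature; signal: resorufin fluorescence (Ex 544/Em 590 nm) from resazurin via diaphorase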
PPARg SRC3 recr: promotes SRC-3 coactivator recruitment by human PPARgamma; activation, % at 8 µM; actives 0.26% (n = 200,000); biochemical PPARgamma/SRC-3 coactivator recruitment assay; P37231; in the data active = activation above about 23%;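 note: 0% = DMSO and 100% = reference agonist; some compounds past the cut are filed as inactive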
Diaphorase inh: diaphorase inhibition or chemical oxidation counter-screen | diaphorase resazurin-to-resorufin fluorescence, NADH, 16 min; bacterial (C. kluyveri) enzyme, not human | inhibition, % at 20 µM | actives 0.69% (n = 190,000);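 active = primary screen inhibition at 20 µM above a set limit, cut at about 50% in these data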;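 note: plate controls were DMSO with full reaction for no effect and wells lacking NADH for full effect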
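material = Clostridium kluyveri diaphorase enzyme | amount = 0.14 U/mL diaphorase, enzyme working solution | schedule = incubation 16 min, room temperature | detection = fluorescence of resorufin formed from resazurin, Ex 544/Em 590 nm | benchmarks = positive control minus NADH, DMSO neutral control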
G6PDH counter: L. mesenteroides G6PDH inhibition counter-screen | Purified L. mesenteroides G6PDH, diaphorase/resazurin coupled fluorescence, 45 min | inhibition, % at 5 µM | actives 0.12% (n = 200,000) | AID 1020; in the data active = inhibition above about 50%
TR-FRET SRC-2 ct: flags TR-FRET format artefacts in PPARgamma SRC-2 recruitment agonist screen | TR-FRET ratio at 8 µM | TR-FRET artefact counter-screen; active compounds read high | actives 0.4% (n = 200,000) | AID 1049; in the data active = TR-FRET ratio above about 2000; note: inactives centre near 1500
* marks the source's active call; other numbers are inactive results; . = no result given.

SMILES	PPARg SRC-1 ag	S1P3 antagonist	PPARg SRC2 recr	Diaph act CS	ROMK primary	PMI activator	PMI act satM6P	PPARg SRC3 recr	Diaphorase inh	G6PDH counter	TR-FRET SRC-2 ct
COC(=O)C(CCSC)NC(=O)C12CC3CC(CC(C3)C1)C2 (stereo not given)	2	.	-1	0.9	0.35	1.1	1	6	6	3	1354
O=C(CCCc1nc2ccccc2s1)NNC(=O)CCN1CCN(Cc2ccccc2)CC1	4	-12	-7	1	0.14	1	1	2	-4	11	1587
O=C(CN1C(=O)NC2(CCCc3ccccc32)C1=O)NCc1ccco1 (stereo not given)	-5	.	-10	0.8	.	1	0.9	-12	16	11	1476
O=C(NCc1ccccc1)c1ccc(CSc2ccccc2)o1	-2	1	8	0.8	-1.5	0.8	0.8	7	20	-2	1673
COC(=O)CSc1nc2cc(OC)ccc2cc1C#N	11	-4	2	1	1.1	1	1	13	2	3	1815
N#Cc1ccc(-c2csc(NNC(=O)c3ccc(Br)cc3)n2)cc1	2	.	-5	1	.	1.1	1.3	3	-2	4	1384
Cc1cc(C(=O)COc2ccccc2Cl)c(C)n1-c1ccc2c(c1)OCO2	8	-2	1	0.8	0.053	0.9	0.8	3	20	3	1765
c1c2c(cc3sc(N4CCCCC4)nc13)OCCO2	2	1	6	1.1	-0.028	1.3	1.1	-3	-5	-4	1625
O=C(Cn1cc([N+](=O)[O-])cn1)NCc1ccco1	-1	2	-6	1	.	1.1	1.1	-2	2	1	1405
CCCSc1nnc(NC(=O)Cc2ccc(OC)c(OC)c2)s1	4	10	0	1	-0.51	1.1	1.1	6	-4	15	1584
[O-]/C(=C(\C(=S)Nc1cccc2ccccc12)[n+]1ccccc1)c1ccc(OC(F)F)cc1	2	-1	-10	0.6	0.028	1.1	0.7	-2	38	5	1627
CCN(CC)c1ccc(C(=O)NNC(=O)CCl)cc1	2	-13	4	1.1	-0.36	1.5	1.5	4	-5	6	1406
CC(C)(C)NC(=O)c1c(F)c(F)c(F)c(F)c1F	-4	-1	18	0.9	0.74	1.1	1.1	0	6	-1	1615
Cc1nnc(N(Cc2ccco2)C(=O)c2ccc(C#N)cc2)s1	-8	.	-2	1.1	.	1.1	1.1	-12	-12	11	1503
Cc1ccc(C(=O)Nc2nc(COc3ccccc3)cs2)s1	-4	-33	3	0.8	.	0.8	0.8	3	16	-47	1609
Cc1ccc(N=c2c([N+](=O)[O-])nn(-c3ccc(Cl)cc3)n2O)cc1C	-8	-5	-4	1	0.58	1.2	0.8	5	-1	0	1427
Cc1nnc(N)nc1C	-7	-16	-2	0.9	.	1	0.9	4	14	2	1469
COc1ccc(-c2csc(N3CCOCC3)n2)cc1OC	7	-8	4	1	0.8	0.9	1	7	5	-3	1537
O=C(Nc1ccc(Cl)cc1)Nc1ccc(S(=O)(=O)Nc2ncccn2)cc1	4	0	7	0.9	1.4	1.2	1	4	5	4	1569
CCOc1ccc2nc(NC(=O)CSc3nc4c(c(=O)n(C)c(=O)n4C)n3CC)sc2c1	.	19	.	0.9	.	1	0.9	.	12	8	.
CC(=O)NC(Nc1nc2c(s1)CCCC2)(C(F)(F)F)C(F)(F)F	-2	-1	-7	1	0.1	1	1	-1	2	-1	1610
COc1ccc(C(=O)C2CCCN(Cc3sc(N4CCCC4)nc3Cl)C2)c(OC)c1 (stereo not given)	-11	3	-9	0.7	0.026	0.8	0.8	-3	33	13	1587
COc1ccc(C2(C(=O)Nc3ccc(C)cc3)CCOCC2)cc1	12	-4	8	0.9	-0.99	0.9	1	1	6	8	1634
C=CCNC(=S)N/N=C(\C)c1cc(OC)c(OC)c(OC)c1	7	-6	6	0.8	.	0.9	1	8	16	-7	1589
Cc1ccc(OCCn2ccc(=O)[nH]c2=O)cc1C	-3	-6	-1	0.8	-0.95	1	1	-4	17	3	1353
CCN(CC)CCN1C(=O)C(O)=C(C(=O)c2cc3ccccc3o2)C1c1cccnc1 (stereo not given)	33*	.	40*	0.8	.	1	0.9	52*	15	4	2274*
O=C(Nc1nc(-c2cccnc2)cs1)c1ccccc1F	-4	6	-3	1	-0.051	1.1	1.2	2	-3	2	1581
CCN(Cc1ccccc1)C(c1cccc(C#N)c1)c1nnnn1C(C)(C)C (stereo not given)	5	23	6	0.9	.	0.9	0.9	2	11	-7	1736
CC1CN(c2ccccc2)NC1=O (stereo not given)	10	-6	-3	1.1	-0.36	1	1	-5	-5	-4	1401
CCOC(=O)N1CCN(C(=O)c2ccc(N3C(=O)CCC3=O)cc2)CC1	6	3	15	0.9	-0.13	1	1	0	10	-19	1708
COc1cccc(N2CCN(C(=O)Nc3ccccc3Cl)CC2)c1	5	1	-10	0.9	-0.38	1	0.9	-1	9	6	1325
Cc1ccc(NC2(C#N)C(=O)Nc3ccccc32)cc1C (stereo not given)	-5	1	3	0.9	0.027	1	0.9	3	7	-2	1557
COc1ccc(C)cc1NS(=O)(=O)c1ccc2c(c1)n(C)c(=O)n2C	3	-9	13	0.9	-0.36	1	1	2	11	1	1580
O=C(CSc1nc2ccccc2c(=O)n1-c1ccc(OC(F)F)cc1)NCc1cccs1	10	1	-1	1	.	0.9	1	-1	3	-13	1568
CN(C)/C=C(/C(=O)c1ccc(Cl)cc1)S(=O)(=O)c1ccc(Cl)cc1	0	.	1	0.9	.	0.6	1.1	-6	7	6	1571
CCN1CCN(CC(O)COc2ccc(C)c(C)c2)CC1 (stereo not given)	2	-26	4	0.7	0.24	1	1	5	26	3	1621
CCOC(=O)C1CCN(C(C(=O)NC2CCCC2)c2ccc(C)cc2)CC1 (stereo not given)	-2	.	1	1.1	.	1	1.1	-1	-14	9	1455
COC(=O)c1ccccc1NC(=O)c1ccc(-c2cccc(Cl)c2)o1	-4	.	-8	0.9	.	0.9	0.9	0	10	0	1498
CCc1cc2c(Sc3nc4ccccc4s3)ncnc2s1	0	.	-2	0.9	.	1	1	-8	9	4	1380
COc1ccc(OC)c(CCNC(=O)Cn2sc3nc(C)cc(C)c3c2=O)c1	1	-7	0	0.9	.	0.9	1.2	11	6	-2	1569
Cc1ncc(CO)c(/C=N/NC(=S)Nc2ccc(F)cc2)c1O	-9	-5	0	0.8	0.35	1.1	0.8	-5	22	9	1467
Cc1ccc(-c2c3c(=O)n(C)c(=O)n(C)c3cn2-n2cnnc2)cc1	0	22	11	0.8	.	0.9	0.9	8	23	-5	1660
Cc1nc(C)c(C(=O)N2CCCC(CCC(=O)NCc3ccc(F)c(F)c3)C2)s1 (stereo not given)	0	-14	-2	0.9	-0.019	0.9	1	-2	8	8	1424
CC(=O)C1=C(C)OC(N)=C(C#N)C1c1cccnc1 (stereo not given)	-10	-11	-9	0.9	0.093	0.9	0.6	0	11	6	1523
COc1cc(C2CC(=O)N(CC(=O)NCc3ccco3)c3ccccc3S2)cc(OC)c1OC (stereo not given)	0	-1	-9	0.9	-0.66	0.9	0.9	-7	13	-6	1269

Given with two lines to a compound: entries from further up
Every second line gives: PPARg SRC-1 ag, S1P3 antagonist, PPARg SRC2 recr, Diaph act CS, ROMK primary, PMI activator, PMI act satM6P, PPARg SRC3 recr, Diaphorase inh, G6PDH counter, TR-FRET SRC-2 ct
Cc1ccc(NC2(C#N)C(=O)Nc3ccccc32)cc1C (stereo not given)
    -5, 1, 3, 0.9, 0.027, 1, 0.9, 3, 7, -2, 1557
COc1ccc(C)cc1NS(=O)(=O)c1ccc2c(c1)n(C)c(=O)n2C
    3, -9, 13, 0.9, -0.36, 1, 1, 2, 11, 1, 1580
O=C(CSc1nc2ccccc2c(=O)n1-c1ccc(OC(F)F)cc1)NCc1cccs1
    10, 1, -1, 1, ., 0.9, 1, -1, 3, -13, 1568
CN(C)/C=C(/C(=O)c1ccc(Cl)cc1)S(=O)(=O)c1ccc(Cl)cc1
    0, ., 1, 0.9, ., 0.6, 1.1, -6, 7, 6, 1571
CCN1CCN(CC(O)COc2ccc(C)c(C)c2)CC1 (stereo not given)
    2, -26, 4, 0.7, 0.24, 1, 1, 5, 26, 3, 1621
CCOC(=O)C1CCN(C(C(=O)NC2CCCC2)c2ccc(C)cc2)CC1 (stereo not given)
    -2, ., 1, 1.1, ., 1, 1.1, -1, -14, 9, 1455
COC(=O)c1ccccc1NC(=O)c1ccc(-c2cccc(Cl)c2)o1
    -4, ., -8, 0.9, ., 0.9, 0.9, 0, 10, 0, 1498
CCc1cc2c(Sc3nc4ccccc4s3)ncnc2s1
    0, ., -2, 0.9, ., 1, 1, -8, 9, 4, 1380
COc1ccc(OC)c(CCNC(=O)Cn2sc3nc(C)cc(C)c3c2=O)c1
    1, -7, 0, 0.9, ., 0.9, 1.2, 11, 6, -2, 1569
Cc1ncc(CO)c(/C=N/NC(=S)Nc2ccc(F)cc2)c1O
    -9, -5, 0, 0.8, 0.35, 1.1, 0.8, -5, 22, 9, 1467
Cc1ccc(-c2c3c(=O)n(C)c(=O)n(C)c3cn2-n2cnnc2)cc1
    0, 22, 11, 0.8, ., 0.9, 0.9, 8, 23, -5, 1660
Cc1nc(C)c(C(=O)N2CCCC(CCC(=O)NCc3ccc(F)c(F)c3)C2)s1 (stereo not given)
    0, -14, -2, 0.9, -0.019, 0.9, 1, -2, 8, 8, 1424
CC(=O)C1=C(C)OC(N)=C(C#N)C1c1cccnc1 (stereo not given)
    -10, -11, -9, 0.9, 0.093, 0.9, 0.6, 0, 11, 6, 1523
COc1cc(C2CC(=O)N(CC(=O)NCc3ccco3)c3ccccc3S2)cc(OC)c1OC (stereo not given)
    0, -1, -9, 0.9, -0.66, 0.9, 0.9, -7, 13, -6, 1269

Following part
SMILES	PPARg SRC-1 ag	S1P3 antagonist	PPARg SRC2 recr	Diaph act CS	ROMK primary	PMI activator	PMI act satM6P	PPARg SRC3 recr	Diaphorase inh	G6PDH counter	TR-FRET SRC-2 ct
O=C(Nc1nccs1)c1cc2c(s1)CCCCC2	-1	.	-5	0.9	0.022	0.9	0.9	-3	12	7	1463
CC1CCc2nc(NC(=O)CN3CCN(Cc4ccc5c(c4)OCO5)CC3)sc2C1 (stereo not given)	-1	-13	8	0.9	.	0.8	0.8	-4	15	-5	1550
CCCCN(CC)C(=O)c1ccc(Cl)c(Cl)c1	-4	2	0	0.9	.	0.9	0.9	-4	11	7	1524
Cn1c(=O)c(=O)n(C)c2cc(S(=O)(=O)N3CCN(c4cccc(C(F)(F)F)c4)CC3)ccc21	2	6	5	1	.	1	1	-6	2	13	1753
O=C1CC(NCc2ccco2)C(=O)N1CCc1ccccc1 (stereo not given)	12	-14	12	0.9	.	1	1	5	12	4	1692
Cc1cccc(C)c1NC(=S)N(CCN(C)C)C(C)c1ccccn1 (stereo not given)	11	-8	-1	1	-0.34	0.9	0.9	7	3	8	1618

Source: PubChem BioAssay
